TDP1 cell noCPT: qHTS for Inhibitors of human tyrosyl-DNA phosphodiesterase 1 (TDP1): qHTS in cells in absence of CPT; DT40 Tdp1-/- hTDP1 cells, no CPT, ATP luminescence, 48 h; Potency, µM (highest dose often 46.2 µM), for inactives: top-dose activity change, negative = growth inhibition, most hits filed as inhibitors; 420,000 compounds, 15% hits; also: nearly all actives have a fitted effect of over 55% in size
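Chicken DT40 Tdp1-/- cells stably complemented with human TDP1 were seeded at 400 cells/well with DMSO in place of 20 nM camptothecin. After compound pinning, cells grew at least 48 hr at 37 °C; viability read by CellTiter-Glo luminescence.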
DT40 TDP1 CPT: growth inhibition of DT40 Tdp1-/-;hTDP1 cells with camptothecin (screen for TDP1 inhibitors) | chicken DT40 Tdp1-/-;hTDP1 cells + 20 nM CPT, ATP luminescence, 48 h | Potency, µM (doses to about 46.2 µM), inactives show at the top dose activity change, negative = growth inhibition, hits mostly inhibitors | 420,000 compounds, 12% hits; also: nearly all actives have a fitted effect of over 55% in size
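Chicken DT40 Tdp1-/- cells complemented with human TDP1, 400 cells/well, exposed to compounds plus 20 nM camptothecin for at least 48 h at 37 C; viability read as ATP content by CellTiter-Glo luminescence.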
KAT2A inh: inhibitors of human GCN5L2 histone acetyltransferase | Q92830 | GCN5L2 HAT assay, ThioGlo1 CoA-SH fluorescence | Potency, µM (doses to about 58.9 µM), for inactives: at the top dose activity change, negative = inhibition, most hits filed as inhibitors | 390,000 compounds, 0.21% hits | AID 504327
Target sequence (Q92830 whole entry, looked up): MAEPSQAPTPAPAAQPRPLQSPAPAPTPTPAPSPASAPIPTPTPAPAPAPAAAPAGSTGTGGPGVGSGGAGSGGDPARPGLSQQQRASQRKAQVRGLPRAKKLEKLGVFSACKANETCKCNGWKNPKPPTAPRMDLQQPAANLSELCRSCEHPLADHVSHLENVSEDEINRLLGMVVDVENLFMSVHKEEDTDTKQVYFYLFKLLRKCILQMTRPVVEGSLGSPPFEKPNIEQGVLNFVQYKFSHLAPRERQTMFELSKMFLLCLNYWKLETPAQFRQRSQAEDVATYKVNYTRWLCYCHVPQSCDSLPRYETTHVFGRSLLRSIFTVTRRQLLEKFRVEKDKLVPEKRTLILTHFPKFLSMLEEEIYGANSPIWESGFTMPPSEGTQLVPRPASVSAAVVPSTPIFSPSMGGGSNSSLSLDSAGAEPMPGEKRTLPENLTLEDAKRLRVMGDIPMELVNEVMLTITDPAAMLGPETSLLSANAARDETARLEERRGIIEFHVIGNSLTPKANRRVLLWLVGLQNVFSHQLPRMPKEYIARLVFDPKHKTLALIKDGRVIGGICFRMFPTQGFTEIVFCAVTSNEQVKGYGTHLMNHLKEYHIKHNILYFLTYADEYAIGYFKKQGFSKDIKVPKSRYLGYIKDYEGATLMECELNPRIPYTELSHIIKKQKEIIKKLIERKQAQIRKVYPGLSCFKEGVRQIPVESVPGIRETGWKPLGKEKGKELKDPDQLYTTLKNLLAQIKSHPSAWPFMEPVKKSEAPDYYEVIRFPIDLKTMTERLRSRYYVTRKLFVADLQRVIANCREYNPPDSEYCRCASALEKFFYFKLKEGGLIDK
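Compounds, pin-transferred from DMSO stocks, meet 20nM GCN5L2 for 15 min before the reaction begins with H3(1-25) peptide (75uM) and acetyl-CoA (70uM). Thiol-reactive ThioGlo1 reports CoA release over 20 min at room temperature.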
Numbers without * were called inactive; [ ] = remark or other dose. Calls follow the shape of the dose curve; as a rule, active = well fitted curve in the direction sought with a large enough effect; inconclusive = small, poorly fitted or top-dose-only effect, or another doubt; inactive = no such curve, though single readings can be large; an effect the other way counts as inactive or inconclusive. % is scaled to controls: 0 for no effect and ±100 for the full control effect; potency is read from the fitted curve at half-maximal effect.

What do the screens show for `Cc1c(Cl)cccc1-n1ncc(C(=O)NCCN2CCN(C)CC2)c1C1CCN(C(=O)OC(C)(C)C)CC1`?
TDP1 cell noCPT: 26µM*; DT40 TDP1 CPT: inconclusive; KAT2A inh: -19%

Results for Cc1ccc(-n2nc3c(=O)n(CC(=O)NC4CCCCC4)nc(C)c3c2C)cc1 ?
TDP1 cell noCPT: inconclusive; DT40 TDP1 CPT: -23%; KAT2A inh: -7%

What do the screens show for `N#C/C(=C(/O)c1ccc([N+](=O)[O-])cc1)c1nc2ccccc2[nH]1`?
TDP1 cell noCPT: inconclusive; DT40 TDP1 CPT: -9%; KAT2A inh: -6%

Results for COc1ccc(NC(=O)Cn2nc(C(F)(F)F)c3c2CCCC3)c(OC)c1 ?
TDP1 cell noCPT: inconclusive; DT40 TDP1 CPT: -33%; KAT2A inh: 3%

Results for CNS(=O)(=O)c1ccc(N2CCCC2)c([N+](=O)[O-])c1 ?
TDP1 cell noCPT: -5%; DT40 TDP1 CPT: 5%; KAT2A inh: -4%

Results for COc1cccc(-n2c(Cc3cc(=O)[nH]c(=O)[nH]3)nnc2SCc2cccnc2)c1 ?
TDP1 cell noCPT: 4%; DT40 TDP1 CPT: 2%; KAT2A inh: -5%

How did O=C(Nc1nc(-c2ccco2)c(-c2ccco2)s1)c1c(F)cccc1Cl do in these assays?
TDP1 cell noCPT: -5%; DT40 TDP1 CPT: -29%; KAT2A inh: -12%

What do the screens show for `CCC(C)(C)NC(=O)COc1ccc(C(=O)c2ccccc2)cc1`?
TDP1 cell noCPT: 0%; DT40 TDP1 CPT: -7%; KAT2A inh: -10%

How did COc1ccc(CC(=O)N(Cc2ccccc2)c2ccccc2)cc1S(=O)(=O)N1CCOCC1 do in these assays?
TDP1 cell noCPT: 15µM*; DT40 TDP1 CPT: 16µM*; KAT2A inh: -2%

Results for CCCSC1=N/C(=C\C=C\c2ccco2)C(=O)S1 ?
TDP1 cell noCPT: 18µM*; DT40 TDP1 CPT: 26µM*; KAT2A inh: -23%

Results for NCCCCCc1nnc(SCC(=O)Nc2cccc(Cl)c2)o1 ?
TDP1 cell noCPT: -12%; DT40 TDP1 CPT: -7%; KAT2A inh: -5%

What do the screens show for `CCc1ccc(CN(C)CC(=O)Nc2ccccc2[N+](=O)[O-])cc1`?
TDP1 cell noCPT: inconclusive; DT40 TDP1 CPT: inconclusive; KAT2A inh: -3%

Results for Cc1nc(C)n(C(C)CNC(=O)c2cccc(Br)c2)n1 (stereo not given) ?
TDP1 cell noCPT: 3%; DT40 TDP1 CPT: -2%; KAT2A inh: -13%

Results for Cc1cccc(COCCN2CCN(S(=O)(=O)c3ccccc3)CCC2=O)c1 ?
TDP1 cell noCPT: -22%; DT40 TDP1 CPT: -21%; KAT2A inh: -11%

Results for S=C(Nc1ccc(Oc2ccccc2)cc1)NC1CCCC1 ?
TDP1 cell noCPT: inconclusive; DT40 TDP1 CPT: -1%; KAT2A inh: -6%

Results for CNC(=O)C1CC(=O)N(CCc2ccc(OC)cc2)C(=Nc2ccc(OC)cc2)S1 (stereo not given) ?
TDP1 cell noCPT: -10%; DT40 TDP1 CPT: inconclusive; KAT2A inh: -6%

How did CN(C)S(=O)(=O)c1cccc(C(=O)NCc2ccco2)c1 do in these assays?
TDP1 cell noCPT: -5%; DT40 TDP1 CPT: -1%; KAT2A inh: -1%

Results for O=C(Nc1ccc(NC(=O)c2ccco2)cc1)c1ccc2c(c1)OCO2 ?
TDP1 cell noCPT: -34%; DT40 TDP1 CPT: -26%; KAT2A inh: 3%

How did O=C(COc1ccc2ccc(=O)oc2c1)NC1CCCCC1 do in these assays?
TDP1 cell noCPT: inconclusive; DT40 TDP1 CPT: -2%; KAT2A inh: -8%

Results for CC1CCCN(S(=O)(=O)c2ccc(S(=O)(=O)N3CCCN(Cc4ccccc4)C3)cc2)C1 (stereo not given) ?
TDP1 cell noCPT: inconclusive; DT40 TDP1 CPT: 16µM*; KAT2A inh: -7%

How did O=C(Cn1ncc2c(=O)oc3ccccc3c21)Nc1cc(F)ccc1F do in these assays?
TDP1 cell noCPT: -15%; DT40 TDP1 CPT: 0%; KAT2A inh: -7%

What do the screens show for `Cc1cc(=O)[nH]c2ccc(O)cc12`?
TDP1 cell noCPT: -1%; DT40 TDP1 CPT: 0.35µM*

What do the screens show for `Cc1ccc(S(=O)(=O)NNC(=O)Nc2ccc([N+](=O)[O-])cc2)c(C)c1`?
TDP1 cell noCPT: inconclusive; DT40 TDP1 CPT: inconclusive; KAT2A inh: 0%

Results for COc1ccc(CCNC(=O)COc2ccc(N(C)S(=O)(=O)c3ccc(C)cc3)cc2)cc1OC ?
TDP1 cell noCPT: 16µM*; DT40 TDP1 CPT: inconclusive; KAT2A inh: -4%

Results for CCc1nc2ccc(C(=O)NCc3ccc4c(c3)OCO4)cn2c1N(CCC(C)C)CCN(C)C ?
TDP1 cell noCPT: inconclusive; DT40 TDP1 CPT: 21µM*

How did C=C(C)COC(=O)C1CC2OC2CC1C(=O)OCC(=C)C (stereo not given) do in these assays?
TDP1 cell noCPT: -24%; DT40 TDP1 CPT: -3%

How did COCCCNS(=O)(=O)c1ccc(Cl)c(C(F)(F)F)c1 do in these assays?
TDP1 cell noCPT: -27%; DT40 TDP1 CPT: -24%; KAT2A inh: -1%

How did O=C(Nc1ccc(OC(F)(F)F)cc1)C1CC(=O)N(Cc2ccco2)C1 (stereo not given) do in these assays?
TDP1 cell noCPT: -3%; DT40 TDP1 CPT: -1%; KAT2A inh: -3%

How did C#CCN(CC=C)C(=O)c1ccc2nc(C3CCCCC3)oc2c1 do in these assays?
TDP1 cell noCPT: inconclusive; DT40 TDP1 CPT: -1%; KAT2A inh: -2%

Results for CCCNC(=O)C1CNc2ccccc2O1 (stereo not given) ?
TDP1 cell noCPT: inconclusive; DT40 TDP1 CPT: 7%; KAT2A inh: 0%

What do the screens show for `CC[n+]1ccc(C(=O)NCc2ccccc2)cc1`?
TDP1 cell noCPT: -3%; DT40 TDP1 CPT: 6%; KAT2A inh: -13%

What do the screens show for `COc1ccc2[nH]cc(CCNS(=O)(=O)c3ccccc3)c2c1`?
TDP1 cell noCPT: inconclusive; DT40 TDP1 CPT: -1%; KAT2A inh: -9%

Results for Cc1oc(-c2ccccc2)nc1CSc1nc2c(c(=O)[nH]1)CCC2 ?
TDP1 cell noCPT: -19%; DT40 TDP1 CPT: inconclusive; KAT2A inh: 3%

How did C/C=C(\C)C(=O)N[C@@H](C)CN1C2=NC[C@H](C(C)C)N2C[C@H]1Cc1ccc(OC)cc1 do in these assays?
TDP1 cell noCPT: -13%; DT40 TDP1 CPT: -6%; KAT2A inh: -10%

What do the screens show for `NC(=O)c1ccccc1NC(=S)NC(=O)CCc1ccccc1`?
TDP1 cell noCPT: 2.6µM*; DT40 TDP1 CPT: 3.7µM*; KAT2A inh: -14%

What do the screens show for `CC1CCCN(CCCNC(=O)c2coc3nc4ccccc4nc23)C1` (stereo not given)?
TDP1 cell noCPT: -7%; DT40 TDP1 CPT: 6%; KAT2A inh: inconclusive

Results for O=C(N/N=C/C(Cl)=C/c1ccccc1)c1ccccn1 ?
TDP1 cell noCPT: inconclusive; DT40 TDP1 CPT: inconclusive; KAT2A inh: -3%

How did Cn1c(=O)c2c(nc(NCCc3ccccc3)n2CC(=O)NCCc2ccccc2)n(C)c1=O do in these assays?
TDP1 cell noCPT: 5%; DT40 TDP1 CPT: -2%; KAT2A inh: -12%

Results for Nc1ccc(N2CCOCC2)c(Cl)c1 ?
TDP1 cell noCPT: -4%; DT40 TDP1 CPT: 2%; KAT2A inh: 2%

How did C=C1CC[C@H](O)CC1=C/C=C1\CCC[C@]2(C)[C@@H]([C@H](C)CC[C@@H](O)C(C)(C)O)CC[C@@H]12 do in these assays?
TDP1 cell noCPT: 24µM*; DT40 TDP1 CPT: inconclusive

What do the screens show for `O=C(COc1ccccc1)Nc1nnc(-c2ccco2)o1`?
TDP1 cell noCPT: -3%; DT40 TDP1 CPT: 4%; KAT2A inh: 3%

How did Cc1ccc(O)c(Cn2nnc3ccccc32)c1 do in these assays?
TDP1 cell noCPT: -28%; DT40 TDP1 CPT: inconclusive; KAT2A inh: -14%

Results for O=C(C1=NOC2(C1)C(=O)N(Cc1ccccc1)c1ccccc12)N1CCOCC1 (stereo not given) ?
TDP1 cell noCPT: inconclusive; DT40 TDP1 CPT: -17%

Results for CN(C)c1ccc(/C=C(\NC(=O)c2ccccc2)C(=O)NCc2cccnc2)cc1 ?
TDP1 cell noCPT: -23%; DT40 TDP1 CPT: -5%; KAT2A inh: -6%

How did O=C(CNC(=O)c1ccc([N+](=O)[O-])cc1)N/N=C\c1ccc(OC(=O)c2ccccc2)cc1 do in these assays?
TDP1 cell noCPT: inconclusive; DT40 TDP1 CPT: inconclusive; KAT2A inh: -28%

Results for Cc1ccc(Cl)cc1NC1=NC(=S)N(C(C)C)C12CCCCC2 ?
TDP1 cell noCPT: 18µM*; DT40 TDP1 CPT: inconclusive; KAT2A inh: -2%

Results for Cc1ccc2[nH]c(=O)c(CC(=O)O)c(-c3ccccc3)c2c1 ?
TDP1 cell noCPT: 4%; DT40 TDP1 CPT: 0%; KAT2A inh: -3%

What do the screens show for `CCc1ccc(Oc2cc(C)nc(N)n2)cc1`?
TDP1 cell noCPT: -27%; DT40 TDP1 CPT: inconclusive; KAT2A inh: -11%

Results for CCOCC(=O)Nc1cc(C(=O)OC)cc(C(=O)OC)c1 ?
TDP1 cell noCPT: -11%; DT40 TDP1 CPT: -9%; KAT2A inh: 1%

How did CCn1c(=O)cc(SCC(=O)NCc2cccnc2)c2ccccc21 do in these assays?
TDP1 cell noCPT: -23%; DT40 TDP1 CPT: -6%; KAT2A inh: 68%[activator]

Results for CC1(C)OC(=O)C(=NNc2ccccc2)C(=O)O1 ?
TDP1 cell noCPT: -25%; DT40 TDP1 CPT: 1%; KAT2A inh: -4%

Results for Cc1ccc(-c2csc3ncnc(-n4nnc5ccccc54)c23)cc1C ?
TDP1 cell noCPT: inconclusive; DT40 TDP1 CPT: 21µM*; KAT2A inh: -10%

How did COc1ccc(N=C2SCC(=O)N2c2ccc(OC)cc2)cc1 do in these assays?
TDP1 cell noCPT: -9%; DT40 TDP1 CPT: -4%; KAT2A inh: -8%

How did FC(F)(F)c1cccc(NC(=S)N(CCCN2CCCC2)Cc2cccn2Cc2ccc(Cl)cc2)c1 do in these assays?
TDP1 cell noCPT: 16µM*; DT40 TDP1 CPT: inconclusive; KAT2A inh: -1%

What do the screens show for `C[C@@H]1CN([C@@H](C)CO)S(=O)(=O)c2ccc(Br)cc2O[C@H]1CN(C)Cc1ccccn1`?
TDP1 cell noCPT: 23µM*; DT40 TDP1 CPT: 15µM*

Results for COC(=O)c1ccc(SCC(=O)NC2CCCC2)c([N+](=O)[O-])c1 ?
TDP1 cell noCPT: -11%; DT40 TDP1 CPT: 20%; KAT2A inh: 0%

How did CCOc1ccc(NC(=O)Nc2ccc3nccnc3c2)cc1 do in these assays?
TDP1 cell noCPT: 15µM*; DT40 TDP1 CPT: inconclusive; KAT2A inh: -1%

Entries above containing an aryl methoxy group, in the order listed:
Results for COc1ccc(NC(=O)Cn2nc(C(F)(F)F)c3c2CCCC3)c(OC)c1 ?
TDP1 cell noCPT: inconclusive; DT40 TDP1 CPT: -33%; KAT2A inh: 3%

Results for COc1cccc(-n2c(Cc3cc(=O)[nH]c(=O)[nH]3)nnc2SCc2cccnc2)c1 ?
TDP1 cell noCPT: 4%; DT40 TDP1 CPT: 2%; KAT2A inh: -5%

How did COc1ccc(CC(=O)N(Cc2ccccc2)c2ccccc2)cc1S(=O)(=O)N1CCOCC1 do in these assays?
TDP1 cell noCPT: 15µM*; DT40 TDP1 CPT: 16µM*; KAT2A inh: -2%

Results for CNC(=O)C1CC(=O)N(CCc2ccc(OC)cc2)C(=Nc2ccc(OC)cc2)S1 (stereo not given) ?
TDP1 cell noCPT: -10%; DT40 TDP1 CPT: inconclusive; KAT2A inh: -6%

Results for COc1ccc(CCNC(=O)COc2ccc(N(C)S(=O)(=O)c3ccc(C)cc3)cc2)cc1OC ?
TDP1 cell noCPT: 16µM*; DT40 TDP1 CPT: inconclusive; KAT2A inh: -4%

What do the screens show for `COc1ccc2[nH]cc(CCNS(=O)(=O)c3ccccc3)c2c1`?
TDP1 cell noCPT: inconclusive; DT40 TDP1 CPT: -1%; KAT2A inh: -9%

How did C/C=C(\C)C(=O)N[C@@H](C)CN1C2=NC[C@H](C(C)C)N2C[C@H]1Cc1ccc(OC)cc1 do in these assays?
TDP1 cell noCPT: -13%; DT40 TDP1 CPT: -6%; KAT2A inh: -10%

How did COc1ccc(N=C2SCC(=O)N2c2ccc(OC)cc2)cc1 do in these assays?
TDP1 cell noCPT: -9%; DT40 TDP1 CPT: -4%; KAT2A inh: -8%
